NRP1-CendR mod = NRP-1/CendR interaction modulation. hit rate 0.85% among 360,000. inhibition, % at 25 µM. O14786. FAM-RPARPAR peptide binding to NRP-1, fluorescence polarization;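 active = inhibition or corrected inhibition above about 18%, plus a signal ratio from 0.5 to 1.5, limit read from the data, passing the limit was not always enough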; note: strong numbers were not always called active
E coli Lon inh = inhibits E. coli Lon protease; purified E. coli Lon protease, fluorescence polarization; inhibition, % at 7.94 µM; hit rate 0.42% among 360,000; AID 602123; in the data active = inhibition above about 13%, passing the limit was not always enough;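 note: 0% = enzyme with probe and DMSO and 100% = no enzyme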
TbMetRS inhib = Trypanosoma brucei MetRS inhibition; purified T. brucei MetRS, ATP depletion, Kinase-Glo luminescence; inhibition, % at 11.9 µM; hit rate 0.4% among 360,000;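 active = inhibition above a per-plate cutoff of the control wells' mean inhibition plus 3 SD, cut at about 5.5% in these data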;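 note: 0% = DMSO wells median and 100% = median of wells with control inhibitor compound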
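Material – parasite MetRS enzyme · Medium – HEPES-MgCl2-KCl buffer plus DTT, spermine, BSA, pyrophosphatase · Reagent – ATP, methionine and E. coli bulk tRNA substrates · Times – 15 min enzyme-compound preincubation, 2 h reaction, 10 min detection, 25 °C · Measured by – luminescence of leftover ATP · Evaluation – percent inhibition relative to median high and low control wells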
MsrA inhibitor = inhibitors of bovine MsrA; purified bovine MsrA, absorbance read-out; inhibition, % at 15.5 µM; hit rate 0.75% among 360,000; in the data active = inhibition above about 4.5%;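 note: 0% = vehicle wells with enzyme and 100% = reference inhibitor wells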
bovine MsrA act = activates bovine MsrA enzyme; purified bovine MsrA, absorbance read-out; activation, % at 10.6 µM; hit rate 0.3% among 360,000; AID 602163; in the data active = activation above about 7.5%;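 note: 0% = vehicle and 100% = reference activator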
MLLE-PAM2 inh = blocks PAM2 peptide binding to the PABP1 MLLE domain. hit rate 0.36% among 360,000. P11940. GST-MLLE / FITC-PAM2 fluorescence polarization. inhibition, % at 20 µM; in the data active = inhibition above about 35%, passing the limit was not always enough;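 note: plate controls were DMSO wells with GST-MLLE for no effect and wells lacking GST-MLLE protein for full effect; some results filed as inactive read as strong as hits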
SKN-1 inh = blocks SKN-1 activity in C. elegans | C. elegans VP596 Pgst-4::GFP/RFP ratio, acrylamide-induced, 24 h | inhibition, % at 21.8 µM | hit rate 0.49% among 360,000;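 active = interference check ratio from 0.5 to 1.5 plus GFP to RFP signal ratio inhibition reaching or exceeding a fixed threshold, cut at about 30% in these data, passing the limit was not always enough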; note: some compounds called inactive have numbers as strong as hits
FAS TE block = blocks the thioesterase domain of human fatty acid synthase | AID 602261 | recombinant FAS-TE, OMFH fluorogenic substrate, fluorescence endpoint | P49327 | hit rate 0.67% among 360,000 | inhibition, % at 15 µM;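 active = compounds whose normalised, plate-corrected inhibition of enzyme fluorescence in the single-dose primary screen is 50% or more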;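 note: 0% = DMSO with enzyme and 100% = substrate without enzyme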
MT1-MMP act inh = inhibitors of human MT1-MMP activation. hit rate 0.061% among 360,000. GFP/RFP ratio change, % at 20 µM. P50281. AID 651647. HT1080 RFP-PRO-GFP cells, GFP/RFP ratio fluorescence, overnight; percent of plate control window, DMSO zero;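 active = GFP/RFP ratio change of at least 30% with cell ATP level not reduced by more than half and red fluorescence within 50% of control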; note: strong numbers were not always called active
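Compound: 20 µM single dose, 1% DMSO / System: HT1080 RFP-PRO-GFP cells / Controls: DMSO and RFP-L50D-GFP cell wells / Read-out basis: GFP/RFP fluorescence ratio / Schedule: overnight compound exposure at 37 °C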
The depositor's hits bear a star.

Letters – A = NRP1-CendR mod; B = E coli Lon inh; C = TbMetRS inhib; D = MsrA inhibitor; E = bovine MsrA act; F = MLLE-PAM2 inh; G = SKN-1 inh; H = FAS TE block; I = MT1-MMP act inh
1. C=CCn1c(NCc2ccc(N(C)C)cc2)nc2ccccc21
  A = -3.8	B = -0.2	C = -1.1	D = 1.4	E = -10.4	F = 1.9	G = -31.9	H = -7.2	I = -3.6
2. Cc1ccc(-n2c(Cc3cccs3)nnc2SCC(N)=O)cc1
  A = -8.7	B = -4.4	C = -0.7	D = -0.2	E = -8.9	F = -18.0	G = -4.7	H = -3.7	I = 6.2
3. CC(=O)NC(c1ccc(F)c(F)c1)c1nc(-c2ccncc2)cs1 (stereo not given)
  A = -6.9	B = -11.8	C = 0.6	D = 0.4	E = -3.9	F = 8.2	G = -3.5	H = 0.5	I = 1.5
4. CN(CC(=O)Nc1cccc(F)c1)C(=O)c1cccc(S(=O)(=O)N2CCN(Cc3ccccc3)CC2)c1
  A = -6.8	B = -0.9	C = -0.1	D = -0.7	E = -0.9	F = -2.3	G = 4.9	H = 14.5	I = -5.4
5. CC(C)c1ccc(S(=O)(=O)Nc2ccc(-n3cnnn3)cc2)cc1
  A = -6.8	B = 5.0	C = -0.3	D = 0.4	E = -7.6	F = 6.3	G = -7.2	H = 32.5	I = -9.0
6. CCCCOc1ccc(SCCCN2CCOCC2)cc1
  A = 15.2	B = -8.0	C = -0.3	D = 2.2	E = -3.2	F = 5.0	G = 6.5	H = 0.3	I = 3.7
7. O=C(O)c1ccccc1/C=N/NC(=O)C1CCCC1
  A = -2.8	B = -0.3	C = -0.3	D = 0.5	E = -11.5	F = -2.3	G = -10.5	H = -4.5	I = 1.0
8. Cc1ccc2[nH]cc(S(=O)(=O)c3ccc(F)cc3)c(=O)c2c1
  A = 4.7	B = -3.5	C = 28.6*	D = 0.1	E = -9.3	F = 3.5	G = 0.8	H = -4.1	I = 0.3
9. O=C(c1cccc(S(=O)(=O)N2CCOCC2)c1)N1CCN(c2ccccc2)CC1
  A = 17.4	B = -8.9	C = -0.2	D = 0.6	E = -4.7	F = 0.0	G = -4.5	H = -3.9	I = 1.9
10. C/C(CC(=O)Nc1ccc(OCc2ccccc2)cc1)=N\NC(=O)C(=O)Nc1cccc(C)c1
  A = -1.3	B = -2.1	C = -0.1	D = 1.4	E = -9.1	F = 0.9	G = -2.0	H = -6.0	I = -1.7
11. CCCOc1cc(C)c(S(=O)(=O)NC2CC(C)(C)NC(C)(C)C2)cc1C
  A = -4.3	B = -5.0	C = 0.1	D = 0.0	E = -1.4	F = 3.3	G = 4.9	H = -11.7	I = 0.2
12. CC(C)(C)S(=O)N1Cc2cc(C(=O)N3CCOCC3)nc(-c3cccc(Br)c3)c2[C@H]1CCO (stereo not given in full)
  A = -27.1	B = -10.3	C = -0.3	D = -0.6	E = -2.1	F = 10.1	G = 0.2	H = -9.3	I = -1.2
13. NC(=O)c1c(N)sc(=S)n1CC1CCCO1 (stereo not given)
  A = 6.0	B = -0.8	C = -0.1	D = 1.7	E = -10.4	F = 24.4	G = -3.6	H = -7.3	I = -2.8
14. O=c1c2c3c(sc2n2c(=S)[nH]nc2n1-c1ccccc1)CCC3
  A = -11.9	B = -5.2	C = -1.0	D = 1.5	E = -2.3	F = -65.5	G = -9.9	H = -2.0	I = -1.9
15. CC(=O)c1ccc(NC(=O)CSc2nnc(NC(=O)C3CC3)s2)cc1
  A = 1.4	B = -0.2	C = -0.2	D = -0.4	E = -1.5	F = -1.0	G = -14.1	H = -4.2	I = -1.6
16. Cc1ccc(CN2CCN(/N=C/c3ccc(O)c(O)c3)CC2)cc1
  A = 10.6	B = 4.7	C = -0.4	D = 0.1	E = -4.4	F = -2.9	G = 8.0	H = -7.8	I = 0.5
17. Cn1c(=O)c2c(ncn2CC(=O)Nc2ccc(N3CCOCC3)cc2)n(C)c1=O
  A = -2.2	B = -5.3	C = 0.2	D = -1.5	E = -4.9	F = -1.8	G = 14.2	H = -5.8	I = -0.7
18. Cc1cc(F)cc(-c2cc(C(=O)NCc3ccccc3)[nH]n2)c1
  A = 4.2	B = 6.0	C = 0.1	D = 0.9	E = -1.8	F = 6.2	G = 11.2	H = 4.9	I = -0.8
19. CCc1cccc(CC)c1NC(=O)COC(=O)c1cccc(-c2ccc(OC(C)=O)cc2)c1
  A = 8.3	B = 2.6	C = -1.3	D = 0.2	E = -8.0	F = -1.8	G = 2.2	H = -9.3	I = 3.0
20. CN(c1ccc(OCC(=O)N2CCCCC2)cc1)S(=O)(=O)c1cccs1
  A = 17.0	B = 9.0	C = -0.9	D = 0.0	E = 0.7	F = -8.7	G = -7.8	H = -1.8	I = 7.9

Single entries from above.
no. 13 in FAS TE block has -7.3
no. 12 in MsrA inhibitor has -0.6

3 compounds from above, sorted by number of heavy atoms, descending.
Letters – A = NRP1-CendR mod; B = E coli Lon inh; C = TbMetRS inhib; D = MsrA inhibitor; E = bovine MsrA act; F = MLLE-PAM2 inh; G = SKN-1 inh; H = FAS TE block; I = MT1-MMP act inh
9. O=C(c1cccc(S(=O)(=O)N2CCOCC2)c1)N1CCN(c2ccccc2)CC1
  A = 17.4	B = -8.9	C = -0.2	D = 0.6	E = -4.7	F = 0.0	G = -4.5	H = -3.9	I = 1.9
3. CC(=O)NC(c1ccc(F)c(F)c1)c1nc(-c2ccncc2)cs1 (stereo not given)
  A = -6.9	B = -11.8	C = 0.6	D = 0.4	E = -3.9	F = 8.2	G = -3.5	H = 0.5	I = 1.5
18. Cc1cc(F)cc(-c2cc(C(=O)NCc3ccccc3)[nH]n2)c1
  A = 4.2	B = 6.0	C = 0.1	D = 0.9	E = -1.8	F = 6.2	G = 11.2	H = 4.9	I = -0.8

(cont.)
Each structure is followed by: NRP1-CendR mod | E coli Lon inh | TbMetRS inhib | MsrA inhibitor | bovine MsrA act | MLLE-PAM2 inh | SKN-1 inh | FAS TE block | MT1-MMP act inh
21	Cc1cccc(N2CC(C(=O)Nc3ccccc3N3CCCC3)CC2=O)c1C (stereo not given)
 : 8.6 | -21.4 | 0.0 | 0.4 | -2.3 | 0.7 | -22.7 | -1.0 | -0.1
22	CCOC(=O)c1sc2nc(SCC#N)n(CC3CCCO3)c(=O)c2c1C (stereo not given)
 : -18.8 | 2.3 | -0.1 | -1.1 | -2.6 | 1.4 | 11.4 | -5.2 | -13.3
23	CCOc1ccc(-c2nnn(CC(=O)c3cc(OC)ccc3OC)n2)cc1
 : 13.1 | 3.1 | -1.1 | 0.7 | -13.2 | -15.8 | 17.3 | 28.5 | 2.9
24	CCN(CC)S(=O)(=O)c1ccc(/C=C/C(=O)N(c2ccccn2)C2CCCCC2)cc1
 : -0.6 | -11.5 | -1.2 | -0.6 | -8.8 | 7.7 | -1.0 | 14.6 | -0.2
25	Cn1c(C(=O)NCCCN2CCN(c3ccc(F)cc3)CC2)cc2c(=O)n(C)c3ccccc3c21
 : -8.7 | 4.2 | 0.3 | 1.1 | -5.5 | -4.4 | -7.4 | 2.9 | 4.5

Reformatted as labelled records: part of the list above.
[23] CCOc1ccc(-c2nnn(CC(=O)c3cc(OC)ccc3OC)n2)cc1
  NRP1-CendR mod: 13.1
  E coli Lon inh: 3.1
  TbMetRS inhib: -1.1
  MsrA inhibitor: 0.7
  bovine MsrA act: -13.2
  MLLE-PAM2 inh: -15.8
  SKN-1 inh: 17.3
  FAS TE block: 28.5
  MT1-MMP act inh: 2.9

[24] CCN(CC)S(=O)(=O)c1ccc(/C=C/C(=O)N(c2ccccn2)C2CCCCC2)cc1
  NRP1-CendR mod: -0.6
  E coli Lon inh: -11.5
  TbMetRS inhib: -1.2
  MsrA inhibitor: -0.6
  bovine MsrA act: -8.8
  MLLE-PAM2 inh: 7.7
  SKN-1 inh: -1.0
  FAS TE block: 14.6
  MT1-MMP act inh: -0.2
